# Runt-SMMHC FRET: Runt domain-CBFb-SMMHC interaction inhibition | Q01196+Q13951 | Cerulean-Runt/Venus-CBFb-SMMHC FRET ratio 530/480, 1 h | inhibition, % at 20 µM | actives 0.74% (n = 220,000);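 active means mean inhibition across duplicate retests at 20 µM reaching about 50%, limit read from the data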;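 further: 0% = DMSO wells and 100% = wells with excess untagged CBFb-SMMHC; inhibitors lower the FRET ratio by blocking Runt binding to CBFb-SMMHC; some results filed as inactive read as strong as hits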
# Target sequence (Q01196 whole entry, looked up, the tested form may be a part): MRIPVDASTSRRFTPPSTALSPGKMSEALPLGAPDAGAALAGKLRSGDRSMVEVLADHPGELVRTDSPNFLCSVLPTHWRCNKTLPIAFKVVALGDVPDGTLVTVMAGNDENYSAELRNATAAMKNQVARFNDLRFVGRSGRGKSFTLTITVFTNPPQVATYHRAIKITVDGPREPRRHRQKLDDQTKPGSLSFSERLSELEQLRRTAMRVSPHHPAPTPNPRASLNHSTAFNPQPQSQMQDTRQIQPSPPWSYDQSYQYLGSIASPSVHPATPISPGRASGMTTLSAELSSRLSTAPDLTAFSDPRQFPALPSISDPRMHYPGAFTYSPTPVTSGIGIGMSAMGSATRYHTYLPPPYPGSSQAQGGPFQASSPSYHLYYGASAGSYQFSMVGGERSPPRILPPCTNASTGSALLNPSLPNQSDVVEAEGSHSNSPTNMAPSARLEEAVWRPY
# Target sequence (Q13951 whole entry, looked up, the tested form may be a part): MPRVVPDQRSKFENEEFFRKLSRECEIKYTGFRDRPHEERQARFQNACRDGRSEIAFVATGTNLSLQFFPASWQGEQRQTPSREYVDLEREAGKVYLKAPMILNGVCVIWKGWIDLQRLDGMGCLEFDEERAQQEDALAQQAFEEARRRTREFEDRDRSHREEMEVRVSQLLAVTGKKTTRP
# EP2 mod: EP2 receptor (human) modulation; P43116; EP2-expressing cells, cAMP HTRF FRET, PGE2 co-stimulation; induction, % at 25 µM; actives 0.83% (n = 260,000);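 active means compounds whose cAMP rise, as percent of the full-agonist control response, exceeds 60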;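 further: rat C6 glioma line stably carrying human EP2 under a CMV promoter; the protocol text gives 20 µM as final concentration; 100% = response of wells given 1 µM PGE2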
# Target sequence (P43116 whole entry, looked up): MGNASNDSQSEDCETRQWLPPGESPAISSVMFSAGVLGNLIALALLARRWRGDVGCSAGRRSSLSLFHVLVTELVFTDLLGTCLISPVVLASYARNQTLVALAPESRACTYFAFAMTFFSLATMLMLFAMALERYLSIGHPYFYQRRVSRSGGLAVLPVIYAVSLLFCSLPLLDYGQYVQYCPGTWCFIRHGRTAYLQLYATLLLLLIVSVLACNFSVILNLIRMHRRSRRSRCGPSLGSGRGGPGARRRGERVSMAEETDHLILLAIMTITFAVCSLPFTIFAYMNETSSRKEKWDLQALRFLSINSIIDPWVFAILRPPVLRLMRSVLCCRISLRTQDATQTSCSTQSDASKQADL
# PERK inhibitor: blocks human PERK kinase. CHO PERK-DD fusion, SEAP luminescence translation reporter. actives 0.17% (n = 220,000). Q9NZJ5. AID 1416. inhibition, % at 5.6 µM;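 active means inhibition above the mean inhibition of all tested compounds plus 3 SD, set separately per screening campaign, cut at about 2.9% in these data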;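 further: PERK kinase domain activated by AP20187 dimerizer at 100 nM; 0% = DMSO with dimerizer and 100% = rapamycin at 8.4 µM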
# L929 necroptosis: L929 zVAD cell death inhibition. AID 1377. viability rescue, % at 10 µM. actives 0.38% (n = 220,000). L929 zVAD necroptosis rescue, ATP luminescence, 24 h; with zVAD 60 µM;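 active means activation, scaled between plate controls, above about 75%, limit read from the data; inactive means activation under that limit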;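 further: 0% = zVAD with DMSO and 100% = DMSO alone without zVAD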
# PGE2 EP2 inh: blocks the human prostaglandin E2 receptor EP2 | P43116 | C6 glioma cells expressing human EP2, cAMP TR-FRET; cells stimulated with saturating PGE2 | inhibition, % at 25 µM | actives 0.52% (n = 260,000);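 active means percent inhibition above 40 after rounding to a whole number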;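 further: rat C6 glioma host cells with rolipram phosphodiesterase inhibitor present; the protocol text gives 20 µM as final concentration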
# TNF death inh: TNF-alpha cell death inhibition in Jurkat FADD-/- cells; actives 0.068% (n = 220,000); Jurkat FADD-/- TNF necroptosis rescue, ATP luminescence, 24 h; 0 = TNF only, 100 = no-TNF cells; activation (protection from cell death), % at 10 µM;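 active means activation, meaning protection from cell death, of at least 50% relative to plate controls; inactive means activation below 50%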;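 further: necroptosis triggered by 40 ng/mL TNF-alpha added together with compound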
# Hck-Nef inh: blocks Nef-activated human Hck kinase; P08631; Recombinant Hck-YEEI plus Nef, Z-Lyte FRET kinase assay; inhibition, % at 20 µM; actives 0.68% (n = 220,000);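 active means Hck-Nef kinase inhibition above about 50%, limit read from the data; inactive means inhibition below that limit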;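 further: 0% = DMSO with Hck plus Nef and 100% = Hck alone without Nef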
# Runt-CBFb FRET: blocks binding of human RUNX1 Runt domain to CBFb; Q01196+Q13951; Cerulean-Runt/Venus-CBFb FRET ratio 530/480, 1 h; inhibition, % at 20 µM; actives 0.46% (n = 220,000);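 active means inhibition over about 50% at 20 µM in the single-dose screen, limit read from the data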;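 further: 0% = DMSO wells and 100% = excess unlabeled CBFb competitor control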
#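 Measured by: fluorescence energy transfer, 422 nm excitation, 530/480 nm emission; Assay system: Cerulean-Runt domain; Medium: Tris pH 7.5 buffer with BSA; Measure: loss of energy transfer signal; Controls: 5 µM unlabeled CBFb as full-inhibition high control; Incubation: protein complex preformed 1 h, compound exposure 1 h, room temperature, dark.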
# RBBP9 inh: human RBBP9 hydrolase inhibition | O75884 | inhibition, % at 7.94 µM | AID 1515 | actives 0.2% (n = 220,000) | recombinant RBBP9, FP-Rh probe fluorescence polarization;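 active means inhibition above the campaign mean of all tested compounds plus 3 SD, cut at about 14% in these data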;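 further: plate controls were DMSO wells with RBBP9 for no effect and wells lacking RBBP9 protein for full effect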
#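 Controls: DMSO-treated enzyme wells and wells lacking RBBP9 | Material: RBBP9 protein | Technique: Fluorescence polarization | Replication: Single well per compound, no replicates | Buffer or medium: Tris-NaCl-Pluronic buffer, pH 8.0 | Timing: 30 min compound preincubation, 45 min probe labeling, 25 °C | Read-out basis: Percent inhibition from mP, scaled between DMSO and no-protein wells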
# An asterisk follows results filed as active; nt = not tested or not shown.
SMILES,Runt-SMMHC FRET,EP2 mod,PERK inhibitor,L929 necroptosis,PGE2 EP2 inh,TNF death inh,Hck-Nef inh,Runt-CBFb FRET,RBBP9 inh
Cc1cc(CNC(=O)CC2C(=O)NCCN2CC(C)(C)C)nn1C (stereo unspecified),-3.2,14.7,1.0,-1.0,2.3,0.0,16.3,-1.1,1.9
COCCNC(=O)/C(C#N)=C/c1cc(Br)c(O)c(OC)c1,45.9,1.0,1.5,0.9,11.3,2.2,-52.0,23.9,-0.2
O=C(NCc1cccnc1)c1ccc(-c2cccc(Cl)c2Cl)o1,11.0,-66.9,0.8,5.9,13.8,1.0,22.5,27.0,6.2
CC(C)(C)CC(=O)NCCCN1CCOCC1,3.4,11.2,1.2,4.4,5.2,-0.1,1.5,-1.6,-7.5
COc1ccc(-c2cc(-c3ccccc3)nc(-c3ccc4c(c3)NC(=O)CO4)c2)cc1,-2.5,-10.9,0.0,-1.3,3.6,-6.0,9.2,-2.7,-7.6
Cc1ccc(-n2c(C)cc(C3=NNC(=NC4CC4)SC3)c2C)cc1C,-0.6,19.1,-0.3,-0.3,4.8,-2.4,-3.3,3.3,-6.0
O=C(NCc1ccco1)/C(=C\c1cccs1)NC(=O)c1ccccc1,-4.7,10.4,0.4,0.2,6.6,-3.2,5.0,-0.3,-8.3
O=C1c2ccccc2C(=O)N1CC1c2ccccc2CCN1C(=O)CN1CCOCC1 (stereo unspecified),-3.9,1.4,-0.3,-0.5,4.1,0.1,0.2,-1.7,-7.9
O=C(OCC(=O)c1cccs1)c1ccc(NC(=O)c2ccco2)cc1,-2.1,-2.5,0.5,7.0,7.1,0.0,9.4,-1.1,-2.9
Cc1ccccc1OCC(=O)N1N=C(C(F)(F)F)CC1(O)C(C)(C)C (stereo unspecified),6.1,32.6,1.5,0.8,8.3,-1.2,4.8,-5.5,4.6
Cc1cccc(N2CCN(c3cccc(C)c3)C2c2cccnc2)c1,-4.8,32.6,0.3,-0.2,1.5,-8.0,2.0,0.0,-8.8
N#Cc1c(/N=C/N2CCOCC2)sc2c1CCCCC2,1.5,7.8,0.4,4.0,-1.1,-0.7,-0.9,-0.3,2.4
O=C(c1ccc2c(c1)OCO2)N(CC1CCCO1)C1(C(=O)NC2CCCCC2)CCCCC1 (stereo unspecified),-6.5,23.4,-0.8,0.0,6.6,-0.3,1.6,1.1,-12.5
Cc1ccc(NC(=O)NCc2ccncc2)cc1Cl,-2.3,-20.1,1.7,11.7,8.5,1.4,2.6,0.3,-4.7
CCOC(=O)C1CCCN(c2nc3ccccc3nc2C(C#N)C(=O)OC(C)C)C1 (stereo unspecified),-9.9,2.6,0.7,0.2,6.8,0.5,-0.9,-12.0,-3.2
COc1ccc(-n2c(C)cc(C(=O)CCl)c2C)cc1,-0.3,3.0,0.1,-2.5,7.9,-13.0,34.7,-2.0,-6.6
C/C(=N\NC(=O)c1ccccc1C)c1ccc(N2CCOCC2)cc1,-3.6,1.9,-0.3,0.2,13.9,0.1,9.3,0.6,-3.5
COc1ccc(C(=O)NNC(=O)C(C)NC(=O)c2ccccc2NC(=O)c2ccco2)cc1 (stereo unspecified),-5.5,18.1,1.2,0.2,14.2,0.8,2.7,-0.8,1.4
COc1ccc(NC(=O)Nc2ccc(N(C)C)cc2)cc1,4.9,-7.1,0.0,10.3,6.1,0.0,10.1,4.4,-5.7
COc1c(Cl)cc(C(=O)Nc2ccc(Cl)cn2)cc1Cl,-3.2,7.5,0.2,0.5,8.5,0.5,-2.1,-0.5,-8.2
COC(=O)C(C)Sc1nnc(Cc2cc(=O)[nH]c(=O)[nH]2)n1-c1cc(C)ccc1C (stereo unspecified),-1.7,17.5,0.5,0.4,10.8,-0.1,3.2,0.6,-10.4
Cc1ccc(OCCCC(=O)NC(C)c2ccccc2)cc1 (stereo unspecified),-1.4,-11.8,-0.6,-0.5,7.2,0.2,0.8,2.3,-6.5
COc1ccc(Cl)cc1NC(=O)CN(C)CC(=O)Nc1ccc(Br)cc1,1.2,-29.8,-0.2,3.2,3.1,3.3,23.1,-4.6,-1.1
CC1CC(C)CN(S(=O)(=O)c2ccc3c(c2)n(C)c(=O)c(=O)n3C)C1 (stereo unspecified),-3.4,5.7,1.0,-0.3,3.0,3.6,38.0,0.5,-3.9
COc1ccc(OC)c(NC(=O)CS(=O)(=O)c2ccccc2)c1,-2.9,-2.4,-0.3,-0.2,5.3,1.2,0.1,-1.3,-0.6
O=S(=O)(CC(O)CS(=O)(=O)c1ccc(Cl)cc1)c1ccccc1 (stereo unspecified),0.1,18.0,1.4,0.1,6.7,1.2,16.7,2.1,-5.0
Cc1ccc(N(CC(=O)NCc2ccccc2Cl)S(=O)(=O)c2cccs2)cc1,-1.8,26.0,-0.9,0.5,4.3,-0.7,-16.7,1.2,-13.2
Cc1cc(NCc2ccccn2)n2ncc(-c3ccccc3)c2n1,5.7,-41.4,0.0,10.1,6.6,1.6,8.5,-0.7,5.1
COc1ccc(OC)c(-n2c(SCC(=O)Nc3cc(C)on3)nnc2-c2c[nH]c3ccccc23)c1,-0.5,-22.4,0.4,-0.4,8.8,-3.5,1.8,3.1,-12.3
Cc1nc(N[C@@H](Cc2ccccc2)C(=O)O)c2oc3ccccc3c2n1,-1.4,35.7,0.7,0.2,nt,-0.6,-0.1,-1.8,-5.9
COC(=O)c1ccc(Cl)c(NC(=O)CN2CCOCC2)c1,1.9,-0.7,-1.0,-0.5,-2.4,0.1,6.5,1.2,0.2
CCN(CC)c1ccc2oc(=O)c(C)nc2c1,-81.6,-21.8,0.8,-0.7,21.9,-17.9,-14.5,7.9,9.3
COc1ccc(Cn2cccc(NC(=O)Nc3ccc(F)cc3)c2=O)cc1,4.5,-49.4,-0.7,42.9,7.4,1.4,12.5,2.5,-2.4
CC(=O)Nc1cccc(N/C=C(\C=O)c2nc3ccccc3o2)c1,66.2*,-27.9,-0.5,0.1,17.5,-2.4,7.4,26.4,-4.8
Cc1c(C(=O)NCC2CCCO2)sc2nc(-c3ccc(F)cc3)cn12 (stereo unspecified),-0.7,-20.2,0.3,5.0,13.1,0.7,1.1,1.6,2.6
O=S(=O)(c1ccc(Cl)cc1)c1snnc1-c1ccccc1,13.3,44.7,-0.1,-1.0,12.8,-12.1,5.2,2.8,8.0
Cn1c(N)c(C(=O)c2ccc(C#N)cc2)c(=O)n(C)c1=O,1.8,12.9,1.4,1.6,6.4,0.7,0.5,3.1,-3.0
CCCCNC(=O)Nc1ccccc1CC,2.4,-1.4,-0.1,1.4,8.7,3.0,16.7,-2.4,-2.0
Cc1ccc2nc(NC(=O)CSc3nc4c(c(=O)n3C)SC(C)C4)sc2c1 (stereo unspecified),1.1,-24.5,-1.4,0.3,13.4,2.6,-0.3,1.0,-4.7
O=C(O)c1ccc2nc(-c3ccco3)c(-c3ccco3)nc2c1,8.5,32.9,1.9,0.7,11.8,0.4,51.8*,45.9,2.4
CCOc1cc(/C=N/NC(N)=O)ccc1OCC(=O)Nc1ccc(C)c(C)c1,-2.7,-35.4,0.6,4.0,11.5,-1.0,24.2,-1.2,-4.6
COC(=O)C(C)Sc1ccc2nnc(CCNS(=O)(=O)c3ccccc3)n2n1 (stereo unspecified),4.7,-17.8,0.3,-1.1,3.6,-0.3,12.4,1.3,9.4
COC(=O)/C=C1/S/C(=N/N=C/c2ccc(N(C)C)cc2)NC1=O,-5.8,1.5,0.1,1.3,7.5,1.3,0.9,-1.1,-3.0
O=C(Nc1ccc(COc2ccccc2)cc1)c1cccc([N+](=O)[O-])c1,-3.2,5.1,0.3,nt,5.1,1.0,-15.0,0.6,-4.7
CCN1CCN(C(c2cccs2)C(C)NC(=O)c2ccco2)CC1 (stereo unspecified),-1.4,-8.8,-0.3,0.7,6.4,0.0,-1.2,-2.9,-1.0
O=C1NC(=S)CN1c1ccccc1,35.1,13.1,1.2,-0.1,2.2,0.7,7.1,46.5,0.1
O=C(Nc1nccs1)C1CCCN1S(=O)(=O)c1ccc(F)cc1 (stereo unspecified),-0.6,47.0,0.0,-1.3,21.2,-0.9,2.6,-0.3,0.0
COC(=O)C(C(C)C)N1CCc2c(C)nc3c(C#N)cnn3c21 (stereo unspecified),3.5,-28.3,0.1,0.5,5.2,0.8,-5.3,0.1,1.8
C=C(C)COc1ccc(-c2ncncc2Oc2ccc(OC)cc2)c(O)c1,-2.1,-16.7,0.3,-0.6,15.2,0.2,-0.1,-7.3,-3.9
COc1cccc(Nc2nnc(SCC3CCCCO3)s2)c1 (stereo unspecified),0.4,-62.0,0.1,3.8,2.5,2.4,14.6,0.6,-2.1

# Structures listed above printed as active in Hck-Nef inh:
mol	Runt-SMMHC FRET	EP2 mod	PERK inhibitor	Hck-Nef inh	Runt-CBFb FRET	RBBP9 inh
O=C(O)c1ccc2nc(-c3ccco3)c(-c3ccco3)nc2c1	8.5	32.9	1.9	51.8*	45.9	2.4

# Next section:
SMILES,Runt-SMMHC FRET,EP2 mod,PERK inhibitor,L929 necroptosis,PGE2 EP2 inh,TNF death inh,Hck-Nef inh,Runt-CBFb FRET,RBBP9 inh
COc1ccc(C2=NOC(C(=O)NCc3ccco3)C2)cc1 (stereo unspecified),0.5,-9.1,0.9,-0.7,7.1,-14.1,7.8,0.8,-2.7
CN(C)CCCOC(=O)C1c2ccccc2Oc2ccccc21,2.3,-20.2,-0.2,0.6,14.2,1.0,-2.1,-0.2,-10.3
O=C(CCCc1nc2ccccc2s1)Nc1nccs1,3.4,22.8,-0.1,0.5,2.7,-0.2,1.2,-0.2,-11.6
O=C(CCCCCn1c(=O)[nH]c2ccsc2c1=O)N1CCN(C2CCCCC2)CC1,3.6,-12.1,nt,0.9,7.2,0.4,1.3,0.4,nt
COc1cc(OC)cc(C(=O)Nc2ccc(-c3nc4ccccc4o3)cc2)c1,-1.1,-37.5,-1.2,27.2,51.7*,2.7,-1.1,-7.8,-22.0
O=C(NCCCN1CCCC1=O)c1ccc2c(c1)NC(=O)C(N1CCOCC1)S2 (stereo unspecified),-1.8,36.1,0.1,-0.6,9.8,-0.1,9.3,1.4,-7.1
CCCOc1ccc(N2C(=O)CC(SC(=NC)Nc3ccc(F)cc3)C2=O)cc1 (stereo unspecified),-2.2,-8.3,0.7,0.9,9.6,-2.7,-2.2,-0.2,-0.3
Cc1cc(N2CCN(C)CC2)nc2ccc(NC(=S)NCCCN3CCN(C)CC3)cc12,4.3,-3.8,0.1,1.6,3.7,-4.0,-11.6,-1.4,-1.1

# Assay outcomes (PubChem)

# A portion of the library; rates above refer to the full screens.
